# Screening data (PubChem)
# miR122 inh – blocks miR-122 activity in Huh7 sensor cells; Huh7 miR-122 Renilla luciferase sensor, 48 h; neutral wells = 0, positive control = 100; activation (reporter increase), % at 12.5 µM; AID 602342; 340,000 tested, 0.3% active;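 active = mean replicate activation score at least 90 and every replicate individually at or above 90; inconclusive = only one of the two criteria met; inactive = neither criterion met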;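 also: higher luciferase means less miR-122 activity so hits act as miR-122 inhibitors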
# FN deposit inh – fibronectin deposition inhibition; inhibition, % at 12.6 µM; AH1F fibroblasts, Alexa488-fibronectin deposition fluorescence, overnight; 350,000 tested, 0.086% active;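 active = mean inhibition across replicates of 30% or more, regardless of how many single replicates reach that level; inconclusive = mean under 30% yet at least half of replicates reach 30%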;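 also: positive control wells lacked labelled fibronectin entirely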
#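 Measured by – fluorescence 485/525 nm · System – AH1F fibroblast monolayer, labelled fibronectin deposition · Amount – 10000 cells per well · Buffer or medium – serum-reduced DMEM (2% serum) · Doses – single dose, pinned · Also added – fluorescent fibronectin at 24 nM final · Schedule – 1 h cell attachment, overnight exposure to compound and label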
# INS-1E GSIS act – GLuc luminescence reporter in INS-1E cells, primary screen for activators of glucose-dependent secretion of insulin. activation, % at 16.6 µM. 370,000 tested, 0.61% active. AID 743287. INS-1E GLuc reporter insulin secretion, 2-3 h;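 active = lowest replicate activation of at least 40%, so every replicate reaches that level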;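 also: 0% = median of neutral control wells and 100% = median of IBMX positive control wells; some compounds called inactive have numbers as strong as hits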
# F508del corr – CFTR F508del correction in bronchial cells; CFBE cells, YFP halide quenching; stimulated with forskolin plus potentiator P3; % fluorescence drop versus neutral controls; activity (quench increase), % at 7.58 µM; 350,000 tested, 0.36% active; AID 720511;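 active = mean added fluorescence quench of at least 8% versus neutral control, with both replicates also reaching 8%; inconclusive = only one of the mean or replicate conditions met; inactive = mean below 8% and not both replicates reaching 8%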;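 also: cells transiently co-express mutant CFTR-F508del with the halide-sensitive YFP; corrector assay measuring rescue of mutant channel to the surface after 24 h compound exposure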
# EWS-Fli block – inhibitors of EWS/Fli oncoprotein transcriptional activity | A673 NR0B1-luciferase reporter, viability-normalised | inhibition, % at 12.6 µM | 350,000 tested, 0.67% active;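 active = mean inhibition of at least 50% after viability correction, with every replicate also passing that limit; inconclusive = mean reaches 50% but only one of two replicates passes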;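 also: firefly luciferase signal divided by Alamar Blue viability fluorescence both relative to DMSO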
# PAX8 reporter – PAX8 transcriptional activity inhibition; RMG-I TPO-luciferase reporter, SteadyGlo, 24 h; inhibition, % at 12.6 µM; 360,000 tested, 1.2% active; AID 652154;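 active = mean replicate inhibition at least 60% with every replicate also reaching 60%; inconclusive = only one of the two criteria is met; inactive = mean below 60% and not all replicates reaching 60%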;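 also: luciferase light reporting Pax8 driven TPO promoter activity; plate controls were median of neutral control wells for no effect and mitoxantrone controls for full effect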
# DENV2 CPE – protects cells from dengue virus 2 cytopathic effect; DENV2-infected cells, cytopathic effect rescue, plate reader; CPE inhibition, % at 9.99 µM; 350,000 tested, 1.7% active; AID 651640; in the data active = CPE inhibition above about 20%, passing the limit was not always enough; inconclusive = no clear call, values can overlap the other calls; tested in BHK-21 cells;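 also: 0% = median of neutral control wells and 100% = median of positive control wells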
# * hit, by the source's call; ? = inconclusive; · = no result given; [ ] = dose if it differs, or a comment.
# Each structure is followed by: miR122 inh	FN deposit inh	INS-1E GSIS act	F508del corr	EWS-Fli block	PAX8 reporter	DENV2 CPE
- CCC1(c2ccccc2)NC(=O)N(CC(=O)Nc2cc(S(=O)(=O)N3CCCCC3)ccc2N(C)C)C1=O (configuration not stated)
  5	-8	-40	-0.3	1	13	20
- NC(COCc1ccccc1)c1csc(Nc2ccc(C(=O)c3ccccc3)cc2)n1 (configuration not stated)
  -1	-1	-2	-0.7	30	8	-3
- COCC#Cc1ccc2c(c1)O[C@H](CN(C)S(C)(=O)=O)[C@H](C)CN([C@@H](C)CO)S2(=O)=O
  1[16.7 µM]	-4	19	-0.2	-13	·	1
- COc1ccc(OC)c(CCNC(=O)CCn2ccc3cc(S(=O)(=O)N4CCCC4)ccc32)c1
  -1	1	-14	-1.2	7	-2	2
- O=C1Nc2cc(C(=O)NCCCN3CCOCC3)ccc2S/C1=C/c1ccccc1F
  ·	8	20	3.2	1	1	-4
- O=C(C[C@H]1CC[C@@H]2[C@H](COC[C@H](O)CN2C(=O)c2cccnc2)O1)NCC1CC1
  7[16.7 µM]	-12	5	-0.8	·	·	3
- Cc1ccc(S(=O)(=O)NCCC(=O)OCC(=O)Nc2ccccc2Cl)cc1
  ·	0	-21	-5.8	2	3	8
- CCOc1ccc(S(=O)(=O)N2CCC(C(N)=O)CC2)c2ccccc12
  ?	6	·	·	·	0	·
- CC(C)CCn1c(COc2ccccc2)n[nH]c1=S
  -10	-5	37	0.6	-7	-22	8
- O=C(N/N=C/c1cnc2ccccc2n1)c1cccc(F)c1
  -1	5	4	-4.2	-55	-71	·
- O=C(c1ccncc1)N1C[C@H]2[C@@H](c3ccccc31)[C@H](CO)N2C(=O)CN1CCOCC1
  5[16.7 µM]	5	13	-0.6	1	-11	0
- Cc1ccc(S(=O)(=O)Nc2ccc3c(c2)CC(=O)N([C@H](C)CO)C[C@@H](C)[C@H](CN(C)S(=O)(=O)c2cn(C)cn2)O3)cc1
  -2[16.7 µM]	·	5	1.8	-7	11	7
- Cc1ccc(Cn2nnc3c(=O)n(CC(=O)NCC4CCCO4)cnc32)cc1 (configuration not stated)
  -4	·	3	-4.4	-3	·	12
- C/C(=N\O)C1(C)N(O)C(C)(C)C(c2ccco2)=[N+]1[O-] (configuration not stated)
  ·	-23	4	0.3	-5	1	6
- Cc1ccc(-c2c(C(=O)N/N=C/c3ccoc3)nnn2-c2nonc2N)cc1
  -3	-12	-6	-2.2	·	-9	1
- c1ccc(SC23CCCCN(CCC2)C32OCCO2)cc1 (configuration not stated)
  ·	4	·	0.1	4	-29	-2
- COc1ccc(CN=C2Nc3ccccc3CS2)cc1
  3	4	-5	·	·	·	·
- Cc1ccc(Cl)cc1-n1ncc2c(NNC(=O)c3ccco3)ncnc21
  -1	-9	-8	0.6	-7	-24	-5
- CCOc1ccc(C(=O)N2CCN(c3ccccn3)CC2)cc1OCC
  2	4	-7	-1.4	12	3	3
- COc1ccc(C)cc1NC(=O)Nc1ccncc1
  5	-3	-14	3.3	9	8	5
- C[C@@H]1CN([C@@H](C)CO)C(=O)Cc2cc(NC(=O)C3CC3)ccc2O[C@@H]1CN(C)CC1CC1
  4[16.7 µM]	·	5	0.2	0	-1	1
- O=C(CC1SC(N2CCCC2)=NC1=O)Nc1ccc(C(=O)Nc2ncccc2O)cc1 (configuration not stated)
  ·	0	-1	-2.9	4	-3	-12
- COc1ccc(CN(C)C[C@@H]2Oc3ccc(NC(=O)Nc4ccc(F)cc4)cc3C(=O)N([C@@H](C)CO)C[C@@H]2C)cc1
  -7[16.7 µM]	·	22	-0.7	10	0	-1
- O=C(CCNC(=O)c1ccc(Br)cc1)Nc1ncccc1O
  -4	2	-4	-2.5	6	9	1
- CC(C)CNC(=O)c1ccccc1NC(=O)c1ccc(CN2CCOCC2)cc1
  3	·	4	0.0	-4	·	-6
- O=C1c2cccnc2C(=O)N1Cc1ccc(F)cc1
  -2	2	12	·	·	·	·
- O=C(NC1CCCCC1)C(c1ccnc2ccccc12)N1CCOCC1 (configuration not stated)
  3	4	7	2.4	5	4	-5
- CC(=O)Nc1ccc(NC(=O)CSc2nc(C)nc3sc(C)c(C)c23)cc1
  ·	2	1	1.1	5	14	?
- CCCNC(=O)[C@@]1(C)c2ccccc2C(=O)N(Cc2ccc(OC(F)(F)F)cc2)[C@H]1c1ccc(CO)cc1
  ·	·	·	6.0	0	0	20*
- Cc1cc(NS(=O)(=O)c2ccc(NC(=O)CSc3nc4ncc(Cl)cc4[nH]3)cc2)nc(C)n1
  -15	1	10	0.5	0	-14	4
- COCCNC(=O)c1cc(S(=O)(=O)N(C)C2CCCCC2)ccc1Cl
  5	14	-7	0.9	0	-15	?
- Cc1ccc(C)c(Cn2nnc(C(=O)Nc3ccc4c(c3)OCCO4)c2N)c1
  3	-2	8	2.1	-95	-155	5
- Cc1cc(NC(=O)c2cnn3c(C(F)(F)F)cc(-c4ccc(Br)cc4)nc23)no1
  -4	1	20	·	·	·	·
- O=C(OCCOc1ccccc1)c1cc(S(=O)(=O)N2CCOCC2)ccc1Cl
  -1	-3	·	-2.9	-2	-19	-4
- Cc1ccc(S(=O)(=O)Nc2ccccc2C(=O)Nc2sccc2C(=O)NN(C)C)cc1
  49	0	·	0.3	-18	-21	-2
- O=C(Nc1ccc(C(=O)NN2C(=O)c3ccccc3C2=O)cc1)c1ccccc1
  -11	7	2	-1.0	-2	7	1
- COC(=O)[C@@]1(Cc2ccc(F)cc2)[C@H]2c3cc(C(=O)N(C)C)n(CCc4ccccn4)c3C[C@H]2CN1C(=O)c1ccccc1
  ·	9	-7	-1.7	0	9	-17
- Cc1cc(C)c(C#N)c(SCc2cn3ccccc3n2)n1
  ·	-2	-2	·	9	-56	-1
- Cc1ccc(S(=O)(=O)N2CCCCC2)cc1NC(=O)c1cc2ccccc2o1
  5	-19	-10	4.1	9	29	7
- COC(=O)c1sc(NC(=O)c2ccncc2)nc1C
  -4	-2	13	0.1	-5	-4	-6
- CC1(C)C(=O)CCC2(C)C1=CCC1C2C(=O)CC2(C)C1CCC2(O)C(=O)CO (configuration not stated)
  -6	-9	5	0.3	3	0	-1
- CCN1[C@H](C(=O)N2CCCCC2)[C@@H](CO)[C@@H]2Cn3c(ccc(-c4cccc(F)c4)c3=O)[C@@H]21
  ·	·	-6	·	9	·	0
- COc1cccc(CN2CCC2(C)C(=O)NCCc2ccccn2)c1OC (configuration not stated)
  0	4	10	2.7	-2	-5	-9
- Cn1c(SCC(=O)Nc2cccc3ccccc23)nc(O)cc1=O
  2	-4	·	·	·	11	·
- CSc1ccc(Cl)c(C(=O)N2CCN(c3ncccn3)CC2)c1
  -1	·	17	-4.5	5	-9	-11
- C[C@@H]1CN([C@@H](C)CO)C(=O)Cc2cc(NS(=O)(=O)c3ccc(Cl)cc3)ccc2O[C@H]1CN(C)Cc1ccccc1
  -11[16.7 µM]	·	-10	-2.1	15	23	8
- CCCC(=O)c1cc2c(cc1NC(=O)c1ccccc1F)OCCO2
  ·	·	16	3.1	0	-5	14
- CCN(CC)CCC(O)(c1ccccc1)C1CCCCC1 (configuration not stated)
  -4	0	-10	-0.8	11	7	-4
- Cc1cccc(C)c1NC(=O)C1C(c2ccc3c(c2)OCO3)=Nc2ccccc2N1C(=O)c1cccc2ccccc12 (configuration not stated)
  ·	-2	-3	-3.5	-9	-1	4
- CN(C)C(=O)c1ccc(-c2ccc([C@@H]3[C@H](CO)N4CCCCN(C(=O)C5CCC5)C[C@@H]34)cc2)cc1
  -26[16.7 µM]	·	·	0.7	10	-7	-5
- COc1ccc(NC(=O)Nc2ccc3c(c2)CC(=O)N([C@H](C)CO)C[C@H](C)[C@H](CN(C)Cc2ccc(C(F)(F)F)cc2)O3)cc1
  6[16.7 µM]	·	-3	0.9	40	19	15
- C[C@@H]1CN([C@H](C)CO)C(=O)c2cc(NC(=O)c3ccccc3)ccc2O[C@@H](C)CCCCO[C@H]1CN(C)C(=O)c1ccccc1
  -10[16.7 µM]	9	5	-1.6	·	1	1
- CCCCNC(=O)NC12CC3CC(CC(C3)C1)C2
  ·	10	-11	-0.1	12	-7	·
- O=C(C[C@H]1CC[C@H]2[C@@H](COC[C@H](O)CN2Cc2ccc3c(c2)OCO3)O1)N1CCOCC1
  8[16.7 µM]	-4	0	0.3	-6	0	-1
- Cc1ccc(CNC(=O)c2ccc(COc3ccccc3)cc2)cc1
  ·	-1	1	·	-12	-21	13
- OC[C@H]1O[C@@H](n2cnc3c(NCc4ccco4)ncnc32)[C@H](O)[C@@H]1O
  -10	2	·	-2.8	80*	100*	-14
- Cc1cccc(-c2ccc([C@@H]3[C@@H](CO)N4CCCCN(S(=O)(=O)c5ccccc5F)C[C@H]34)cc2)c1
  -27[16.7 µM]	17	-7	-5.2	1	-11	-26
- C[C@H]1CN([C@@H](C)CO)S(=O)(=O)c2ccc(C#Cc3ccccc3)cc2O[C@H]1CN(C)S(=O)(=O)c1cn(C)cn1
  4[16.7 µM]	0	-28	-3.0	11	·	8
- O=C(COc1ccc2ccccc2c1)N[C@@H](C(=O)O)c1ccc(O)cc1
  ·	-1	2	-0.8	7	1	-4
- O=C(COC(=O)/C=C/c1ccc(Cl)cc1)NCCC1=CCCCC1
  -24	32*	-9	·	·	6	·

# Quoted at random: 2 compounds from above
# Each structure is followed by: miR122 inh	FN deposit inh	INS-1E GSIS act	F508del corr	EWS-Fli block	PAX8 reporter	DENV2 CPE
- COc1ccc(CN(C)C[C@@H]2Oc3ccc(NC(=O)Nc4ccc(F)cc4)cc3C(=O)N([C@@H](C)CO)C[C@@H]2C)cc1
  -7[16.7 µM]	·	22	-0.7	10	0	-1
- Cc1ccc(Cl)cc1-n1ncc2c(NNC(=O)c3ccco3)ncnc21
  -1	-9	-8	0.6	-7	-24	-5

# New compounds follow:
# Each structure is followed by: miR122 inh	FN deposit inh	INS-1E GSIS act	F508del corr	EWS-Fli block	PAX8 reporter	DENV2 CPE
- CCC(=O)N(C)C[C@@H]1Oc2cc(-c3cccnc3)ccc2S(=O)(=O)N([C@@H](C)CO)C[C@H]1C
  7[16.7 µM]	5	6	-1.0	-2	·	1
- O=C(C[C@H]1C[C@@H]2c3cc(NC(=O)c4ccc5c(c4)OCO5)ccc3O[C@@H]2[C@@H](CO)O1)NCc1cc(F)ccc1F
  -4[16.7 µM]	·	-10	0.8	-5	12	4
- COc1ccc(-c2cc3cc(OC)c(OC)cc3c(C)n2)cc1
  10	3	22	1.4	-63	-62	-4
- COCCNC(=O)C[C@@H]1C[C@@H]2c3cc(NS(=O)(=O)c4ccccc4)ccc3O[C@@H]2[C@@H](CO)O1
  -3[16.7 µM]	·	15	3.4	-1	-13	0
- C[C@@H]1CN([C@@H](C)CO)C(=O)c2cc(NC(=O)Nc3ccccc3)ccc2O[C@@H](C)CCCCO[C@@H]1CN(C)Cc1ccncc1
  5[16.7 µM]	3	-20	-3.3	·	11	·
- Cn1cc(C=C2C(=O)OC3(CCCCC3)OC2=O)c2ccccc21
  4	-3	·	1.6	11	12	4
- CC1(C(=O)Nc2ccc3c(c2)OCO3)CCN1C(=O)c1ccco1 (configuration not stated)
  0	1	19	3.2	-6	-2	2
- O=C(Cc1ccncc1)Nc1ccc2c(c1)[C@@H]1C[C@H](CC(=O)NC3CCCCC3)O[C@@H](CO)[C@@H]1O2
  20[16.7 µM]	·	0	0.9	21	3	6
- COCCNC(=O)C1CCCN(C(=O)c2cncc(Br)c2)CC1 (configuration not stated)
  ·	·	1	3.3	-8	11	2
- CC(=O)NCCc1ccc(C(=O)COC(=O)c2ccc(C)s2)cc1
  -3	-3	24	0.3	-7	-5	1
- N#CCCN(C(=O)COC(=O)CCc1c[nH]c2ccccc12)c1ccccc1
  -3	0	-6	-2.3	-3	-2	-1
